# Compound activity from PubChem.
# SRC1 TRFRET art: TR-FRET detection interference compounds, primary screen, artefact control for PPARgamma SRC-1 recruitment agonists, biochemical, TR-FRET emission ratio; 0.34% of 99,000 active; TR-FRET detection artefact counter-screen; stronger effect = higher value; AID 1051, 2008; TR-FRET ratio at 8 µM; in the data active means TR-FRET ratio above about 2300; further: inactives centre near 1800
# SRC3 TRFRET art: TR-FRET detection interference compounds, artefact control for PPARgamma SRC-3 recruitment agonists, biochemical, TR-FRET ratio; TR-FRET artefact counter-screen, PPARgamma/SRC-3 format; stronger effect = higher value; TR-FRET ratio at 8 µM; 0.39% of 99,000 active; AID 1048, 2008; in the data active means TR-FRET ratio above about 2000; further: inactives centre near 1600
# Numbers without * were called inactive.
SMILES,SRC1 TRFRET art,SRC3 TRFRET art
COc1ccc(NC(=S)NC(NC(=O)CCl)C(Cl)(Cl)Cl)c([N+](=O)[O-])c1 (stereo not drawn),1783,1455
COc1ccc(Nc2nc(N3CCN(C)CC3)nc3ccccc23)c(OC)c1,1828,1728
Cc1ccc(/C=C/C2=NN(C)C(=O)CC2)cc1,1922,1502
Cc1ccc(C2OC3=C(C(=O)CC(C)(C)C3)C(N)=C2C#N)o1 (stereo not drawn),1781,1895
O=[N+]([O-])c1ccc(-c2nc(NCc3ccccc3)c3ccccc3n2)cc1,1737,1421
COCCn1c(=NC(=O)/C=C/c2ccccc2)sc2cc(NC(C)=O)ccc21,1694,1629
CN1CCN2c3ccccc3Cc3ccccc3C2C1 (stereo not drawn),1593,1570
O=C(c1ccc(F)cc1)N1CCCCC(S(=O)(=O)c2ccccc2)C1=O (stereo not drawn),1736,1490
COC(=O)/C=C1\S/C(=N/NC(=O)c2ccc(OC)cc2)NC1=O,2013,1679
NNC(=O)CN1C(CN2CCOCC2)=Nc2ccc(Br)cc2C1c1ccccc1 (stereo not drawn),1772,1650
COC(=O)Nc1ccc(S(=O)(=O)Nc2ncccn2)cc1,1697,1373
O=C1c2ccccc2C(=O)N1c1ncc(Cc2ccc(Cl)cc2)s1,1633,1382
Cc1ccc2cc(CCNC(=O)C3CCCC3)c(=O)[nH]c2c1,1927,1585
O=C(Nc1ccc(N2CCOCC2)nc1)c1cccs1,2000,1648
CCN(CC)CCN(C)C(=O)CCc1nnc(-c2ccc(C)s2)o1,1772,1747
O=C(COc1ncnc2ccccc12)N1CCOCC1,1641,1729
COc1ccc([N+](=O)[O-])cc1NS(=O)(=O)c1ccccc1,1745,1655
COc1cc2c(cc1OC)CN(Cc1cc(=O)oc3cc(C)c(C)cc13)CC2,1862,1693
CCC(Oc1ccccc1)C(=O)NCc1ccc(S(N)(=O)=O)cc1 (stereo not drawn),1666,1358
CCCN(CCC)S(=O)(=O)c1ccc(C(=O)Nc2nnc(-c3cccc(OC)c3)o2)cc1,1655,1419
CCOc1ccccc1NC(=S)N1CCC(NC(=O)C(C)(C)C)CC1,1792,1684
CN(C(=O)CSc1nnc(-c2ccncc2)n1Cc1ccccc1)C1CCS(=O)(=O)C1 (stereo not drawn),1687,1491
COCC(=O)Nc1nc(-c2ccc([N+](=O)[O-])cc2)cs1,1614,1605
COc1cc(S(=O)(=O)N2CCN(C(=O)c3ccccc3)CC2)c(OC)cc1Br,1598,1489
Cc1ccc(C)c(NC(=O)C2CCCN2S(=O)(=O)c2ccc3c(c2)n(C)c(=O)c(=O)n3C)c1 (stereo not drawn),1702,1767
Cn1c(Cc2ccc3c(c2)OCO3)nnc1SCC(=O)NC1CCCC1,1917,1590
O=[N+]([O-])c1cc(/C=N/N2CCN(c3ccccc3)CC2)ccc1Cl,2101,1728
Cc1ccc(N2C(=O)SC(N(CC(=O)O)c3ccc(C)cc3)C2=O)cc1 (stereo not drawn),1766,1718
CCC(CO)n1c(=S)[nH]c2cc(OC)c(OC)cc2c1=O (stereo not drawn),1503,1436
OCc1c(Cl)nc2ccccn12,2039,1612
Cc1c(N/N=C(\C#N)C(=O)c2ccccc2)c(=O)n(-c2ccccc2)n1C,1900,1591
Cc1cc2cc(CNC(=O)Nc3ccc(Cl)c(Cl)c3)ccc2n1C,2614*,1886
COc1cc(OC)cc(C(=O)NNC(=O)c2cc3c(s2)CCCC3)c1,1478,1478
S=C(Nc1ccccc1)N1CCN(c2ccccn2)CC1,1987,1618
CCN(CC)CC#CC(OC)(c1ccccc1)c1ccccc1,1976,1596
Cc1ccsc1C1NC(=O)c2c(sc3c2CCCC3)N1 (stereo not drawn),2140,1739
O=C(COC(=O)c1cccs1)Nc1nc(-c2ccccc2)cs1,2060,1317
Cc1ccsc1/C=N/NC(=O)c1ccc(-n2cccc2)cc1,1837,1405
CCOC(=O)C(NC(C)=O)C(=O)Nc1ccc(OC)cc1 (stereo not drawn),1558,1396
COCCN(C(=O)Cc1cccs1)C(C(=O)NC1CCCC1)c1ccc(OC)c(OC)c1 (stereo not drawn),1757,1519
O=C(COC(=O)c1c2c(nc3ccccc13)CCN(Cc1ccccc1)C2)Nc1c(F)cccc1F,1695,1457
O=c1[nH]c(Cc2ccc(Cl)cc2)nc2ccccc12,1494,1562
C[n+]1ccc(/C=C/c2c[nH]c3ccccc23)cc1,1885,1656
CSc1ccccc1C(=O)NCc1ccccc1C,1972,1798
Cc1ccc(-c2nn(-c3ccccc3)cc2/C=C(\C#N)C(=O)NCc2ccccc2)cc1,1793,1815
COc1ccc(C2CC(=O)C(C=NCCN3CCNCC3)=C(O)C2)cc1OC (stereo not drawn),1533,1623
Cc1nnsc1C(=O)N/N=C/c1ccc(OC(F)(F)F)cc1,2004,1559
Cc1ccc(S(=O)(=O)Nc2ccc(-c3cn4ccc(C)cc4n3)cc2)cc1,2109,1748
COc1ccc(-c2csc(-c3ccccc3)n2)c(OC)c1,1951,1906
COCCn1c(SCc2nc3ccccc3c(=O)[nH]2)nc2ccccc2c1=O,2101,1793
O=C(CSc1nc(-c2ccccc2)c(-c2ccccc2)o1)NC1CCS(=O)(=O)C1 (stereo not drawn),1825,1800
OCCN(Cc1ccccc1)C(=S)Nc1ccc(Cl)cc1Cl,2087,1545
O=C(Cc1ccccc1[N+](=O)[O-])NCc1ccncc1,1880,1392
CCC(C)NC(=O)CNC(=S)N(Cc1ccccc1)Cc1cccnc1 (stereo not drawn),1687,1433
O=S(=O)(NCc1cc(-c2ccccc2)no1)c1ccccc1Cl,1935,1614
Cc1cc(C(=O)OCC(=O)NCc2ccc(Cl)cc2)c(C)o1,1642,1434
CC[N+](CC)(CC)CC(=O)Nc1ccc(SC(F)F)cc1,1852,1566
Cc1cccc(OCCNc2cc(N3CCN(CCO)CC3)ccc2[N+](=O)[O-])c1,1896,1668
CCN=C1SC(CC(=O)NC(C)c2ccccc2)C(=O)N1CC (stereo not drawn),1812,1557
O=C(O)CCCCCN1C(=O)C(O)=C(C(=O)/C=C/c2ccccc2)C1c1ccccc1[N+](=O)[O-] (stereo not drawn),1665,1433
# Going on with the list.
SMILES,SRC1 TRFRET art,SRC3 TRFRET art
Cc1ccc(C(=O)NCC(=O)NCC(=O)OCc2ccc(Cl)cc2)cc1,1626,1640
CNC(=O)C(=O)Nc1nc(C23CC4CC(CC(C4)C2)C3)cs1,1737,1530
COc1ccccc1NCC(=O)NNCC(=O)Nc1ccc(F)c(Cl)c1,2044,1424
COCCNC(=O)c1cccc(NS(=O)(=O)c2cccc3cccnc23)c1,1575,1560
COc1cc(/C(C)=N\NC(N)=S)cc(OC)c1OC,1845,1524
CCCNC(=O)c1ccc(Cn2c(=S)[nH]c3c([nH]c4ccc(OC)cc43)c2=O)cc1,1767,1844
CC1=C(C(=O)N2CCOCC2)C(c2cccc3ccccc23)NC(=S)N1 (stereo not drawn),1754,1455
COc1cc(S(=O)(=O)N2CCN(c3ccccc3F)CC2)ccc1Cl,1580,1540
CC(C)OC(=O)NCCOC(=O)Nc1ccc(Cl)cc1,1653,1516
COCCn1c(SCCOc2ccccc2)nc2ccccc2c1=O,1703,1577
Fc1cccc(Cc2noc(CN3CCCN(C4Cc5ccccc5C4)CC3)n2)c1,1672,1388
O=C(Nc1ccc(Br)cc1)C1CCCN(S(=O)(=O)c2cccnc2)C1 (stereo not drawn),1655,1674
CCOC(=O)C(=O)C1=C(N2CCOCC2)/C(=C\c2cccc([N+](=O)[O-])c2)CC1,1917,1320
O=C(c1ccco1)N1N=C(c2cccs2)CC1c1ccco1 (stereo not drawn),2100,1838
O=C(COC(=O)C1CCCO1)Nc1cccc(C(F)(F)F)c1 (stereo not drawn),2026,1529
COc1cccc(/C=N/NC(=S)Nc2cccc(C(=O)O)c2)c1,1796,1633
COC(=O)c1cc(C(=O)N2CCOCC2)cc([N+](=O)[O-])c1,1797,1664
COc1cc(CN(C(=S)NCC(=O)NC2CC2)C2CCCC2)cc(OC)c1OC,1738,1475
COc1ccccc1C(=O)NCCCNc1ccc([N+](=O)[O-])cc1,1700,1468
CCOC(=O)c1sc(=NC(=O)c2ccc(Cl)s2)n(C)c1C,1727,1572
O=C(NCc1ccco1)/C(=C/C=C\c1ccccc1)NC(=O)c1ccc(Br)o1,2008,1705
CCc1ccccc1NC(=S)N(CCN1CCOCC1)C1CCN(C(C)=O)CC1,1718,1779
COc1ccc(Cc2nnc(NC(=O)c3c(-c4ccccc4)noc3C)s2)cc1OC,1608,1407
CCCCN(C(=O)CSc1nnc(Nc2ccccc2)s1)c1c(N)n(CCC)c(=O)[nH]c1=O,1803,1862
CCOC(=O)NC(NC(=S)Nc1ccccc1OC)C(Cl)(Cl)Cl (stereo not drawn),1890,1474
S=C(NCCN1CCOCC1)Nc1ccc(Cl)cc1Cl,1600,1506
CCOc1ccc(-n2c(O)c(/C=N/NC(=O)C3COc4ccccc4O3)c3ccccc3c2=O)cc1 (stereo not drawn),1761,1557
COc1ccc(NC(=O)CSc2nnc(Cc3cccn3C)n2-c2ccc(OC)cc2)cc1,1862,1754
CCN(CC)S(=O)(=O)c1ccc(C(=O)Oc2cc(C)[nH]c(=O)c2[N+](=O)[O-])cc1,1655,1393
O=C(COc1ccccc1[N+](=O)[O-])Nc1cc(Cl)ccc1C(=O)O,1892,1558
O=C(Cn1cnc2cc([N+](=O)[O-])ccc2c1=O)NCCc1ccc(Cl)cc1,1572,1532
CCCC(=O)N(c1ccc(OCC)cc1)C1C=CS(=O)(=O)C1 (stereo not drawn),1837,1648
Cn1c(-[n+]2c(-c3ccccc3)cc(-c3ccccc3)cc2-c2ccccc2)nc2c([N+](=O)[O-])cccc21,1968,1793
CCOC(=O)c1cccnc1NC(=O)c1ccncc1,1860,1472
Cc1cc(C)c(NC(=O)CSc2ccc(-c3cccnc3)nn2)c(C)c1,1772,1624
CCCc1cc(=O)n2[nH]c(-c3ccc(C)cc3)cc2n1,1688,1382
COc1ccc(CNC(=O)CCSCc2ccccc2Cl)c(OC)c1,1795,1607
O=C1CNC(=O)/C1=C\c1ccc(O)cc1,1589,1611
O=C(COc1ccccc1)NC(=S)Nc1cccc(NC(=O)c2ccccc2Cl)c1,1850,1877
Cc1ccccc1CNC(=O)Cc1ccccc1[N+](=O)[O-],1852,1584
CC(=O)Nc1ccc(C(=O)OCC(=O)NCc2ccccc2)cc1,1735,1462
CCOC(=O)c1ccc2nc(CCC(=O)N[C@H](C(=O)OC)C(C)C)c(=O)n(CC)c2c1,1731,1439
O=C(NCC1CCCO1)c1cc2c(s1)CCC2 (stereo not drawn),1569,1354
Cc1c(C(=O)c2ccccc2)c(=O)n(C)c(=O)n1C,2002,1527
Cc1ccc(NC(=O)c2cc(NC(=O)c3ccccc3C(=O)O)ccc2N2CCCCC2)cc1,1891,1542
COc1ccc2c(C#N)c3ccccn3c2c1,1861,1731
O=C(CN1C(=O)c2cccc3cccc(c23)C1=O)N1CCCCC1,2278,1511
O=[N+]([O-])c1c(NCCO)cc(N2CCN(Cc3ccc4c(c3)OCO4)CC2)c2nonc12,1800,1823
C=CCn1cnc2scc(-c3ccc(C)c(C)c3)c2c1=O,1731,1761
c1ccc(-c2cn(-c3ccccc3)c3ncnc(N4CCCCC4)c23)cc1,2014,1444
CCn1c(-c2ccccc2)csc1=Nc1ccc(O)cc1,1616,1687
CC(=O)c1cccc(NC(=S)NC(=O)c2ccc(Br)cc2)c1,1626,1456
CCc1nnc(NC(=O)CSc2nc3ccc(OC)cc3[nH]2)s1,1555,1610
CCCCn1c(N)c(NCC(C)C)c(=O)[nH]c1=O,1635,1456
O=C(O)CSc1c(-c2ccccc2)c2cc(Cl)ccc2[nH]c1=O,1993,1734
Nc1cccc2c1C(=O)N(CC(=O)NC13CC4CC(CC(C4)C1)C3)C2=O,1792,1689
COc1ccccc1CNC(=O)C(=O)NCC(c1ccco1)N1CCOCC1 (stereo not drawn),1942,1509
Cc1nc2ccc(NC(=O)COc3cccc(F)c3)cc2s1,1764,1554
CC1(C)C2CC=C(/C=N/NC(=O)c3ccc(Cl)cc3)C1C2 (stereo not drawn),1806,1596
CCC(=O)Nc1nc(-c2cc([N+](=O)[O-])cs2)cs1,1745,1886

# A portion of the library; count on the stated rates, not on these rows.
